Screens (PubChem)
D1 agonist: activates the human D1 dopamine receptor. P21728. HEK293 T-REx D1 cells, calcium flux, agonist mode. activation, % at 2 µM. 1% of 360,000 active. AID 504660; also: 0% is about no effect
Target sequence (P21728 whole entry, looked up): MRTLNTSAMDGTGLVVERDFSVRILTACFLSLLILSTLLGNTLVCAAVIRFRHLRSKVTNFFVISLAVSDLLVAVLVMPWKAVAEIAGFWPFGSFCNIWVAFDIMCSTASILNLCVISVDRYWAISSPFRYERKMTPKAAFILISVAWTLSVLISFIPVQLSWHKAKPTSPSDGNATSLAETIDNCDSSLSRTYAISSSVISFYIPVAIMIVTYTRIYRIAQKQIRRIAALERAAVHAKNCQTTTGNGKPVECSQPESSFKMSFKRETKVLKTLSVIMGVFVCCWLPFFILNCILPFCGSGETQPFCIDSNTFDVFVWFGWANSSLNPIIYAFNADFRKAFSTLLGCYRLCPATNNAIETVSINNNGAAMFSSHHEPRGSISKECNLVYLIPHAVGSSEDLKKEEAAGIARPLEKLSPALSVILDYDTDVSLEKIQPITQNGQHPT
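Agonism was scored from calcium flux recorded over 180 s (1 read/s) after pintool compound addition, following a 10-cycle baseline. Cells were inducible force-coupled HEK293 TREx D1, plated overnight at 30 C and loaded with no-wash calcium dye.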
D1 PAM: potentiators of human D1 dopamine receptor; 0.036% of 360,000 active; AID 504651; potentiation, % at 10 µM; P21728; HEK293 TREx D1 cells, calcium flux, dopamine EC20 potentiation; in the data active = potentiation above about 30%; also: 0% is about no effect
D2 agonist: D2 dopamine receptor (human) agonism. activation, % at 2 µM. HEK293 T-REx D2 cells, calcium flux agonist mode. 0.53% of 340,000 active. AID 485358. P14416;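 active = activation over 3 SD above normal in the single-dose calcium agonist read, cut at about 30% in these data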; also: 0% is about no effect
Target sequence (P14416 whole entry, looked up): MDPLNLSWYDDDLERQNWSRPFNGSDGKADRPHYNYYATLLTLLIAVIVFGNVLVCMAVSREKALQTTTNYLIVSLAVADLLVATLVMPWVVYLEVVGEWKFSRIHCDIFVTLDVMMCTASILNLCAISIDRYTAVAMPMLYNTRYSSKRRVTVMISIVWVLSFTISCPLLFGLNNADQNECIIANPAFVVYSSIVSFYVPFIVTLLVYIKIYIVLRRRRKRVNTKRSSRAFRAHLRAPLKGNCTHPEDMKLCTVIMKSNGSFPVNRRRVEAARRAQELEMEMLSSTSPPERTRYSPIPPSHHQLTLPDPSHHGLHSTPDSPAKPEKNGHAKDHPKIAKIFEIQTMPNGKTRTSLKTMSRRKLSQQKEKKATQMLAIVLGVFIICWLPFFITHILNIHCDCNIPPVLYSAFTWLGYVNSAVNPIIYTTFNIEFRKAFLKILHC
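Agonism is scored from calcium flux in a force-coupled, inducible HEK293 cell line expressing D2, read kinetically for 180 s after compound addition against dopamine controls.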
D2 antagonist: antagonists of human D2 dopamine receptor. HEK293 TREx D2 cells, calcium flux, dopamine EC80. inhibition, % at 10 µM. 2% of 340,000 active. AID 485344; in the data active = inhibition above about 30%; also: 0% is about no effect
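Calcium flux kinetic readout in an inducible HEK293 TREx D2 line plated overnight at 30 C. After 180 s compound exposure, an EC80 dopamine challenge follows with another 180 s kinetic read to detect antagonism.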
RXFP1 antag: antagonists of human relaxin receptor RXFP1. HEK293-RXFP1, relaxin-stimulated cAMP HTRF, 30 min; stronger effect = lower value. activity change, negative = inhibition, % at 57.5 µM. 0.59% of 350,000 active. Q9HBX9. AID 1259400;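 active = activity change of -60% or lower, but not beyond a set lower limit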; also: % is scaled to controls: 0 for no effect and ±100 for the full control effect
TRHR PAM: TRH receptor (human) allosteric enhancement; enhancement, % at 2 µM; AID 493056; TRHR cells, fluo-8 calcium fluorescence, EC20 TRH enhancement; 0.66% of 360,000 active; P34981; in the data active = enhancement above about 30%; also: 0% is about no effect
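Enhancer read-out: after compound pinning and an initial kinetic agonist-mode read, an EC20 of TRH (10 nM final) was injected and fluo-8 calcium signal (Ex 480/Em 530) followed at 1 s/cycle for 100 cycles in TRHR-expressing cells.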
D2 PAM: positively modulates the human D2 dopamine receptor allosterically; HEK293 T-REx D2, calcium flux, EC20 dopamine potentiation; potentiation, % at 10 µM; 0.34% of 340,000 active; P14416;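 active = potentiation over 3 SD above the plate norm, cut at about 30% in these data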; also: 0% is about no effect
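Cells plated with tetracycline inducer and held overnight at 30 C; calcium dye loaded 30–90 min at room temperature; baseline taken, compound added and read 180 s; EC20 dopamine then added and read 180 s.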
D1 antag: antagonists of human D1 dopamine receptor; P21728; HEK293 TREx D1 cells, calcium flux, dopamine EC80; stronger effect = lower value; activity change, negative = inhibition, % at 10 µM; 3.2% of 360,000 active; AID 504652; in the data active = activity change below about -30%; also: % is scaled to controls: 0 for no effect and ±100 for the full control effect
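Allosteric or orthosteric antagonism assessed as attenuation of the calcium response to EC80 dopamine, added 180 s after compound, in induced HEK293 Trex D1 cells loaded with no-wash calcium dye.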
TRHR ag: agonists of human TRH receptor | AID 493084 | 0.18% of 360,000 active | P34981 | activation, % at 2 µM | TRHR cells, calcium flux fluo-8, FDSS agonist mode; also: 0% is about no effect
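TRHR-expressing cells loaded with fluo-8 calcium dye; 23 nL library compound pin-transferred, kinetic FDSS fluorescence (Ex 480/Em 530) recorded about 180 s for agonist-induced calcium release, before a 10 nM TRH EC20 addition for potentiator mode.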
Active calls of the source: *; / = not tested or not shown. Rule as the data show it, unless noted: active = activation above about 30%; inactive = the rest.

(1) CCOC(=O)CSc1nc(C)c2cccc(C)c2n1
(2) O=C(NCCC1=CCCCC1)c1ccc(F)cc1
(3) Cn1nc(CC(=O)Nc2ccc3c(c2)OCCO3)c2ccccc2c1=O
(4) CCOC(=O)C(CC(=O)O)NCc1ccco1 (stereo not drawn)
(5) COc1cc(NC(=O)c2cc(-c3cccs3)on2)c(OC)cc1Cl
(6) COC(=O)c1ccc(CNCC(O)COc2ccc(-c3ccccc3)cc2)cc1 (stereo not drawn)
(7) CCCCN(C(=O)c1ccc([N+](=O)[O-])s1)c1c(N)n(CC(C)C)c(=O)[nH]c1=O
(8) Cc1cc(CNC(=O)CC2C(=O)NCCN2Cc2ccccc2C(F)(F)F)nn1C (stereo not drawn)

screen / no. | 1 | 2 | 3 | 4 | 5 | 6 | 7 | 8
D1 agonist | 1 | 2 | 14 | 0 | -1 | 11 | 3 | 0
D1 PAM | -5 | -4 | -5 | -4 | 0 | 7 | 4 | 4
D2 agonist | 0.3 | / | 1.9 | 0.9 | 0.4 | 2.9 | -0.2 | -0.2
D2 antagonist | 15 | / | 23 | 7 | / | 4 | -17 | -5
RXFP1 antag | -30 | 0 | -4 | 10 | -1 | -12 | -12 | 7
TRHR PAM | 17 | 5 | -6 | -4 | -6 | 5 | 17 | -6
D2 PAM | 6 | / | / | 12 | -5 | -13 | -9 | 21
D1 antag | 1 | -15 | -22 | -4 | 2 | 13 | -3 | 2
TRHR ag | -0.3 | -0.3 | -0.1 | 0.6 | 1.2 | 2.1 | 0.2 | 0.4

(9) Cc1ccc(C)c(N2CCN(Cc3nnc(-c4ccc5c(c4)OCO5)o3)CC2)c1
(10) NS(=O)(=O)c1ccc(N/N=C/C=C/c2ccccc2[N+](=O)[O-])cc1
(11) O=C(NCc1ccco1)c1ccc2c(c1)N(Cc1ccccc1F)C(=O)c1ccccc1S2(=O)=O
(12) CN1CCN(NC(=O)c2ccc(COc3ccccc3Br)o2)CC1
(13) CCOc1ccc(NC(=O)c2cnccn2)cc1
(14) CCOC(=O)C1CCCN(c2c(NCCN3CCCCC3CC)c(=O)c2=O)C1 (stereo not drawn)
(15) CC(C(=O)N1CCCC1)N1CCN(S(=O)(=O)c2ccc(OC(F)(F)F)cc2)CC1 (stereo not drawn)
(16) CCS(=O)(=O)NCCCc1ccccc1

screen / no. | 9 | 10 | 11 | 12 | 13 | 14 | 15 | 16
D1 agonist | 4 | 3 | 6 | 4 | 0 | 2 | 6 | -2
D1 PAM | -4 | -6 | -4 | 1 | 0 | / | -2 | 4
D2 agonist | -3.0 | / | 1.0 | -0.3 | -0.1 | 0.3 | 0.3 | 0.1
D2 antagonist | / | / | / | -17 | -18 | -6 | 0 | 5
RXFP1 antag | -14 | -19 | -5 | 2 | 5 | / | -3 | -3
TRHR PAM | -1 | 9 | -11 | 0 | 5 | 18 | -6 | 13
D2 PAM | -10 | / | 2 | -9 | 0 | -1 | 11 | 4
D1 antag | -15 | 3 | 2 | 0 | 0 | 5 | 8 | -5
TRHR ag | -1.2 | -0.6 | 1.3 | 0.8 | -1.3 | 0.5 | -0.4 | -0.8

Full records as entered above. Values in the order: D1 agonist | D1 PAM | D2 agonist | D2 antagonist | RXFP1 antag | TRHR PAM | D2 PAM | D1 antag | TRHR ag
NS(=O)(=O)c1ccc(N/N=C/C=C/c2ccccc2[N+](=O)[O-])cc1 in the list: 3 | -6 | / | / | -19 | 9 | / | 3 | -0.6
CCS(=O)(=O)NCCCc1ccccc1 in the list: -2 | 4 | 0.1 | 5 | -3 | 13 | 4 | -5 | -0.8
CC(C(=O)N1CCCC1)N1CCN(S(=O)(=O)c2ccc(OC(F)(F)F)cc2)CC1 (stereo not drawn) in the list: 6 | -2 | 0.3 | 0 | -3 | -6 | 11 | 8 | -0.4
O=C(NCc1ccco1)c1ccc2c(c1)N(Cc1ccccc1F)C(=O)c1ccccc1S2(=O)=O in the list: 6 | -4 | 1.0 | / | -5 | -11 | 2 | 2 | 1.3

New compounds follow:
(17) COC(=O)c1cc(Cl)nc2ccccc12
(18) Cc1cc(S(=O)(=O)N(C)CCc2ccccc2)ccc1-n1cnnn1
(19) CCCCn1c(SCC(=O)NCc2ccc(C)cc2)nc2c(sc3ccccc32)c1=O
(20) CC(=O)N1CCN(c2ccccc2NC(=S)NC(=O)c2cc3ccccc3o2)CC1
(21) COc1ccc(CCNC(=O)CCCn2nc(C)c([N+](=O)[O-])c2C)cc1OC
(22) COc1ccccc1NC(=O)c1cc([N+](=O)[O-])ccc1N1CCOCC1
(23) COc1cccc(-n2c(SCC(=O)N3CCc4ccccc43)nc3c([nH]c4ccccc43)c2=O)c1
(24) Cc1cccc(N(CC(=O)Nc2ccccc2C(F)(F)F)S(=O)(=O)c2ccccc2)c1C

screen / no. | 17 | 18 | 19 | 20 | 21 | 22 | 23 | 24
D1 agonist | 0 | 5 | -1 | 1 | 5 | -1 | 0 | -3
D1 PAM | -4 | -2 | -3 | -4 | 8 | 12 | -1 | 1
D2 agonist | -1.3 | -0.4 | 0.0 | -0.2 | / | / | 0.2 | -2.2
D2 antagonist | -21 | 1 | / | -11 | / | / | / | /
RXFP1 antag | -9 | -4 | -4 | -4 | -3 | -3 | / | /
TRHR PAM | -1 | -13 | -6 | 1 | -1 | 2 | 0 | 3
D2 PAM | 16 | 0 | 6 | 1 | / | / | -2 | 3
D1 antag | 2 | -19 | -17 | 2 | -6 | 3 | -2 | -6
TRHR ag | 0.2 | 0.1 | 0.2 | -0.1 | 0.1 | 0.6 | 0.1 | -0.6

(25) Cc1cc(C)nc(N2CCN(c3nc(C)cc(C)n3)CC2)n1
(26) FC(F)(F)c1cc(Nc2nc3ccccc3c3nncn23)ccc1Cl
(27) COc1ccccc1C1C(C(C)=O)=C(O)C(=O)N1CCc1ccccc1 (stereo not drawn)
(28) CC(C)(C)C(=O)Nc1cc(C(F)(F)F)ccc1-n1ccnc1
(29) CC(C)(Oc1ccc(Cl)cc1)C(=O)Nc1ccc2oc(=O)ccc2c1
(30) CC(=O)NCCn1c(SCC#N)nc2ccccc2c1=O
(31) C=CCn1c(SCC(=O)NNC(=S)Nc2ccccc2)nnc1-c1ccccc1
(32) CCn1cc(CNC(=O)C2CCC(=O)N(Cc3ccccc3F)C2)cn1 (stereo not drawn)

screen / no. | 25 | 26 | 27 | 28 | 29 | 30 | 31 | 32
D1 agonist | 0 | 4 | 0 | 2 | 3 | 1 | 2 | 2
D1 PAM | 2 | 5 | -7 | -6 | -2 | -1 | -3 | -2
D2 agonist | -1.4 | -2.2 | -1.3 | -0.2 | -0.6 | -0.5 | 0.3 | 0.0
D2 antagonist | 0 | / | -3 | 10 | 4 | -2 | 5 | -25
RXFP1 antag | / | -2 | 6 | 2 | -1 | 7 | -14 | -3
TRHR PAM | -4 | 4 | -3 | -13 | 1 | 0 | -2 | 8
D2 PAM | -5 | 4 | 17 | -6 | 11 | 0 | -7 | -8
D1 antag | 8 | -1 | 10 | -5 | -26 | 10 | 7 | -14
TRHR ag | 0.5 | 0.7 | -0.7 | 0.1 | -0.8 | -0.4 | 0.1 | -0.1

As a short view, some entries already given.
(28) CC(C)(C)C(=O)Nc1cc(C(F)(F)F)ccc1-n1ccnc1
(29) CC(C)(Oc1ccc(Cl)cc1)C(=O)Nc1ccc2oc(=O)ccc2c1
(30) CC(=O)NCCn1c(SCC#N)nc2ccccc2c1=O
(31) C=CCn1c(SCC(=O)NNC(=S)Nc2ccccc2)nnc1-c1ccccc1
(32) CCn1cc(CNC(=O)C2CCC(=O)N(Cc3ccccc3F)C2)cn1 (stereo not drawn)

screen / no. | 28 | 29 | 30 | 31 | 32
D1 agonist | 2 | 3 | 1 | 2 | 2
D1 PAM | -6 | -2 | -1 | -3 | -2
D2 agonist | -0.2 | -0.6 | -0.5 | 0.3 | 0.0
D2 antagonist | 10 | 4 | -2 | 5 | -25
RXFP1 antag | 2 | -1 | 7 | -14 | -3
TRHR PAM | -13 | 1 | 0 | -2 | 8
D2 PAM | -6 | 11 | 0 | -7 | -8
D1 antag | -5 | -26 | 10 | 7 | -14
TRHR ag | 0.1 | -0.8 | -0.4 | 0.1 | -0.1

Carrying on.
(33) COCCNC(=O)c1c(N)n(CCCn2ccnc2)c2nc3ccccc3nc12
(34) Cc1cc(NS(=O)(=O)c2ccc(NC(=O)/C=C/c3c(F)cccc3Cl)cc2)no1
(35) O=C(CN1CCN(c2ccc(Cl)cc2)CC1)NCc1ccccc1
(36) COc1ccccc1OCCn1cc(C(=O)c2ccco2)c2ccccc21
(37) O=C(O)c1cc(-c2ccc(Cl)cc2)n(-c2ccc(F)cc2)n1
(38) c1ccc(CN2CCOCCOCCOCCOCCOCCOCC2)cc1
(39) CC(C)CN(C(=O)COC(=O)c1cccc2ccccc12)c1c(N)n(Cc2ccccc2)c(=O)[nH]c1=O
(40) CCCCN(C)C(=O)c1cc2c(Cl)nc3ccccc3c2s1

screen / no. | 33 | 34 | 35 | 36 | 37 | 38 | 39 | 40
D1 agonist | 1 | 1 | 3 | 24 | 0 | 3 | 1 | 3
D1 PAM | -9 | 7 | 4 | -5 | -5 | -9 | -6 | 1
D2 agonist | 0.3 | -1.3 | 0.8 | 1.9 | 0.6 | 0.2 | / | -1.3
D2 antagonist | -35 | -1 | -19 | -23 | -1 | -7 | / | 23
RXFP1 antag | 0 | -17 | -8 | 2 | -8 | -11 | -15 | 24
TRHR PAM | 17 | -7 | -8 | -2 | -4 | 0 | 9 | -8
D2 PAM | 23 | 18 | -4 | -4 | 4 | 4 | / | 8
D1 antag | -47* | -4 | -10 | -7 | 6 | 12 | 10 | -20
TRHR ag | -0.3 | 0.4 | -0.3 | 1.3 | -0.5 | -3.7 | 0.1 | 1.5

(41) O=C(Nc1ccc(Cl)cc1)N1CCC(c2nc(-c3ccccc3Cl)no2)CC1
(42) CCOC(=O)C1(CCCc2ccccc2)CCN(C2CCN(C(C)=O)CC2)CC1
(43) CC(OC(=O)CCSc1ccccc1)C(=O)Nc1ccc(S(N)(=O)=O)cc1 (stereo not drawn)
(44) CCOc1ccc2c(c1)c(=O)c(S(=O)(=O)c1ccc(C)cc1)cn2Cc1ccccc1Cl
(45) CCC(C)NC(=O)c1ccc2c(SCC(=O)O)c3c(nc2c1)CCCC3 (stereo not drawn)
(46) NS(=O)(=O)c1cccc(NC(=O)CCSc2ccccc2Cl)c1
(47) COCC(C)NC(=O)C(C)N1c2cccc3cccc(c23)S1(=O)=O (stereo not drawn)
(48) O=[N+]([O-])c1c(NCc2ccccc2)cc(N2CCc3ccccc3C2)c2nonc12

screen / no. | 41 | 42 | 43 | 44 | 45 | 46 | 47 | 48
D1 agonist | 0 | 2 | 0 | 7 | 2 | 1 | 2 | 4
D1 PAM | -7 | 6 | 0 | -2 | -1 | 0 | -3 | -4
D2 agonist | 0.3 | 0.7 | 0.1 | 0.7 | 1.8 | -0.4 | 1.3 | -0.6
D2 antagonist | 31* | 7 | -1 | / | -15 | -23 | -5 | -5
RXFP1 antag | -3 | -2 | 8 | -8 | 0 | 3 | -29 | -7
TRHR PAM | 19 | -3 | 3 | -4 | 2 | -1 | 0 | -1
D2 PAM | 1 | 2 | 2 | 16 | 5 | -10 | 4 | -1
D1 antag | -13 | -8 | -13 | -21 | 17 | -10 | 0 | -14
TRHR ag | -0.2 | 0.7 | 0.1 | 2.0 | -0.3 | 0.4 | -0.4 | 0.7
